# Rac1 GTP hydrolysis: MgcRacGAP GTPase-activating activity inhibitors, confirmation, biochemical, ADP Hunter fluorescence | 340,000 tested, 0.6% active | MgcRacGAP-stimulated Rac1 GTP hydrolysis, ADP Hunter fluorescence; higher % means a stronger effect; GST-tagged Rac1 F28L mutant substrate | AID 624330 | inhibition, % at 30 µM; hits with a dose series show IC50 in µM;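 active means first-screen hits whose inhibition reached a set limit at any dose in the follow-up dose series; inconclusive means inhibition above the set first-screen limit but never retested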;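 further: fluorescence reports GDP produced by GAP-driven GTP hydrolysis; strong numbers were not always called active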
# NTR1 ag: NTR1-driven beta-arrestin-GFP spot formation – imaging, U2OS cells, high content, primary screen (AID 493036). P30989. agonist mode. activation, % at 20 µM. 330,000 tested, 0.17% active;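 active means activation at or above 40% of the spot to cytoplasm intensity ratio, with at least 20 cells analyzed; inconclusive means wells under 20 cells, flagged as cytotoxic or low count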;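 further: 0% = DMSO without peptide and 100% = 100 nM NTR1 peptide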
# Target sequence (P30989 whole entry, looked up): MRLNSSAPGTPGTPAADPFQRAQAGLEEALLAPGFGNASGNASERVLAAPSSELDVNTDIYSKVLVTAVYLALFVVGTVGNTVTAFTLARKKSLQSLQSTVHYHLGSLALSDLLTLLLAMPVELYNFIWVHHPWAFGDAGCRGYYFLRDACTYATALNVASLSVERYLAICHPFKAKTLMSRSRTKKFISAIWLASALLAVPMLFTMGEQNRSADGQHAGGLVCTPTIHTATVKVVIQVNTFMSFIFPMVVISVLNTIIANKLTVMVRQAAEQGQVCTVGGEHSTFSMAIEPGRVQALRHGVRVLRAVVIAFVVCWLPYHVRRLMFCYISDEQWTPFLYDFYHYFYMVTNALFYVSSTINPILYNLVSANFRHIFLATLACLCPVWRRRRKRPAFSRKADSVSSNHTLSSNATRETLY
# GPR55 antagonists: inhibition of LPI-stimulated GPR55 beta-arrestin translocation – imaging, U2OS, beta-arrestin-GFP, LPI agonist, primary screen (AID 2013) | U2OS GPR55 beta-arrestin-GFP translocation imaging, LPI antagonism; higher % means a stronger effect | inhibition, % at 10 µM, or IC50 in µM where a hit was titrated | 290,000 tested, 0.13% active;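 active means spots per cell inhibited over 60%, with over 100 cells counted and total cytoplasm intensity under 500,000; inconclusive means wells with under 100 cells, flagged as likely toxic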;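 further: U2OS cells stably carrying GPR55 and arrestin-GFP stimulated by 5 µM LPI near EC80; imaged beta-arrestin-GFP aggregate spots per cell after agonist stimulation; plate controls were LPI-stimulated DMSO wells for no effect and DMSO wells without LPI for full effect; some results filed as inactive read as strong as hits; confirmed hits need IC50 under 10 µM and bright autofluorescent wells are also inconclusive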
# T cell modulator: T cell immune modulators affecting CD8 T cell-vesicle binding | 2C CD8+ T cell-vesicle binding, flow cytometry; stronger effect = lower value | calls only at 7 µM | 330,000 tested, 0.068% active;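 active means response, share of CD8 T cells binding vesicles, and their 90th percentile fluorescence all below set limits, cut at about 80% in these data, passing the limit was not always enough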
#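 Test system: purified 2C TCR transgenic mouse naive CD8+ T cells. Probe or stimulus: QL9-peptide-loaded Drosophila micro-vesicles bearing Ld, ICAM-1 and B7-1. Incubation: binding step 1.5 h, 37 °C, antibody labelling 20 min, ice. Measured by: flow cytometry of vesicle-bound cells.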
# SV40 large T antigen: TAg ATPase/helicase activity blockers – biochemical (AID 1903). SV40 large T antigen ATPase/helicase inhibition assay; higher % means a stronger effect. one-dose inhibition, % at 20 µM; IC50 in µM for titrated hits. 310,000 tested, 0.39% active; in the data active means a potency from the dose series; inconclusive means inhibition mostly from about 32% at the one dose, without a potency; inactive means the rest, 99 in 100 with inhibition below about 32%; further: strong numbers were not always called active
# LYP phosphatase: PTPN22 lymphoid phosphatase activity blockers – biochemical, fluorescence intensity, uHTS (AID 1779). recombinant LYP phosphatase, fluorescence intensity; higher % means a stronger effect. one-dose inhibition, % at 11.5 µM; IC50 in µM for titrated hits. 290,000 tested, 0.054% active; in the data active means inhibition above about 50%;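 further: plate controls were vehicle with enzyme for no effect and no enzyme for full effect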
# GPR55 activation: GPR55 agonists via beta-arrestin recruitment, primary screen, imaging, U2OS cells, beta-arrestin-GFP redistribution (AID 1961); U2OS GPR55 beta-arrestin-GFP redistribution imaging; higher % means a stronger effect; activation, % at 10 µM; hits with a dose series show EC50 in µM; 290,000 tested, 0.048% active;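 active means activation above 40% with more than 50 cells counted in the well; inconclusive means wells holding fewer than 50 cells, flagged as toxic or sparse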;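 further: U2OS osteosarcoma cells stably expressing GPR55 and beta-arrestin-GFP; plate controls were DMSO negative control for no effect and LPI positive control for full effect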
# Hep lipid drop: modulators of hepatic lipid droplet formation | inhibition, % at 6.5 µM | AML12 mouse hepatocytes, oleate lipid droplets, BODIPY imaging | 240,000 tested, 0.4% active;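 active means lipid droplet intensity inhibited by at least 50%, with more than 500 cells counted; inconclusive means wells with under 300 cells, treated as cytotoxic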
#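 Material – mouse AML12 hepatocyte cell line, fixed after treatment · Compound dosing – one dose, 6.5 µM compound · Times – compound with oleate, overnight · Measured by – Image-based BODIPY and DAPI two-channel analysis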
# GPR35 arrestin U2OS: GPR35 antagonists blocking zaprinast-driven arrestin recruitment, primary screen, imaging, U2OS, beta-arrestin-GFP, zaprinast agonist (AID 2058); U2OS GPR35 beta-arrestin-GFP translocation imaging, zaprinast antagonism; higher % means a stronger effect; inhibition, % at 10 µM, or IC50 in µM where a hit was titrated; 290,000 tested, 0.052% active;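 active means inhibition of at least 50% with at least 30 cells and total cytoplasm GFP at most 10,000,000; inconclusive means under 30 cells or total GFP of 10,000,000 plus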
# Hep lipid drop cells 6.5 µM: also measured in Hep lipid drop; calls as there; cell count; measured here: cell count, cytotoxicity flag;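 cells counted across two imaged fields per well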
# T cell modulator vesicle-bound %: also measured in T cell modulator; calls as there; double positive events, %; measured here: CD8+ vesicle-bound cell fraction;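 binding gate set so that unloaded-vesicle control wells show 10% double positive cells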
# NTR1 ag cell count 20 µM: second read-out of NTR1 ag, no call of its own (marks repeat the call); cell count; measured here: cell count, cytotoxicity flag
# Active calls of the source: *; i = inactive; ? = inconclusive; . = not tested or not shown. This is a random part of the collection; about 1.8% have a hit in one of these screens.
Structure	Rac1 GTP hydrolysis	NTR1 ag	NTR1 ag cell count 20 µM	GPR55 antagonists	T cell modulator	T cell modulator vesicle-bound %	SV40 large T antigen	LYP phosphatase	GPR55 activation	Hep lipid drop	Hep lipid drop cells 6.5 µM	GPR35 arrestin U2OS
Cc1ccc(/C=C(\NC(=O)c2ccccc2)C(=O)OCc2ccccc2)cc1	4%	2.6	58	6%	i	37	8%	5%	0.2%	1	670	-3%
O=C(Cc1ccccc1)Nc1nccs1	7%	0.5	50	-1%	i	46	4%	-3%	-0.1%	-10	775	4%
CCC(=O)NCCN1CCN(C(=O)CC)CC1	7%	-1.0	56	-5%	i	60	0%	-9%	-0.1%	3	681	-13%
C/C(=N\NC(N)=O)c1ccccc1	6%	2.3	49	-10%	i	22	32%	-8%	-0.1%	0	616	4%
O=S(=O)(Nc1ccc(N2CCOCC2)cc1)c1ccccc1	6%	-1.9	68	3%	i	18	13%	3%	-0.1%	2	802	-4%
O=C(OCC(=O)N1c2ccccc2Sc2ccccc21)c1cccnc1	15%	-0.2	75	9%	i	40	4%	-1%	0.1%	13	707	-12%
CCCCCC(=O)Oc1cccc(N2C(=O)C3CCCCC3C2=O)c1 (centres undefined)	8%	-0.5	83	13%	i	37	-2%	-5%	-0.3%	18	661	9%
CCOP(=O)(c1ccc(N(C)C)cc1)C(O)c1cccnc1 (centres undefined)	10%	-0.8	47	17%	i	31	7%	-4%	0.3%	0	753	2%
O=C(O)CCCCCNC(=O)c1cccc(Br)c1	8%	-0.6	71	-10%	i	36	8%	1%	-0.3%	.	.	-6%
O=C1C=C(N2CCN(C(=O)c3ccccc3)CC2)C2(CCCCC2)O1	11%	1.7	46	28%	i	17	15%	-6%	-2.3%	.	.	10%
CC(=O)N=c1c(C#N)cc2c(=O)n3ccccc3nc2n1Cc1ccccc1	8%	5.3	54	-5%	i	56	11%	-8%	-0.2%	1	712	-5%
Cc1cccn2c(=O)c3cc(C(=O)NC4CCCC4)sc3nc12	6%	2.7	68	2%	i	26	14%	-12%	-0.2%	2	639	3%
CCc1ccc(C(=O)C[n+]2cccc3cc(OC)ccc32)cc1	-21%	-1.4	58	-2%	i	33	-1%	-2%	-0.3%	-2	826	10%
COc1ccc(CC(=O)Nc2ccc(/C(C)=N/NC(=O)c3ccc(OC)cc3OC)cc2)cc1	8%	0.5	63	10%	i	71	10%	-7%	-0.1%	-10	820	-1%
CCSc1nc2ccccc2n1C(=O)/C=C/c1ccc(OC)c(OC)c1	6%	32	57	-4%	i	17	9%	2%	-0.3%	-23	586	-7%
O=C(O)c1cc(O)c2c(c1)C(=O)c1cccc(O)c1C2=O	29%	-0.9	65	-9%	i	66	13%	-1%	0.2%	1	643	-3%
O=C(O)C1Cc2ccccc2CN1S(=O)(=O)c1ccc(Cl)cc1 (centres undefined)	6%	1.3	41	2%	i	36	4%	-3%	0.0%	0	702	0%
CCN(CC)C(=O)CSc1nnc(-c2cc(-c3ccc(Cl)cc3)nc3ccccc23)o1	1%	-0.1	42	10%	i	9	6%	-3%	-0.2%	-8	692	3%
CCN(CC(=O)NCc1ccc(Cl)cc1)C(=O)Cc1ccccc1[N+](=O)[O-]	7%	0.3	67	6%	i	8	12%	-9%	0.0%	5	661	-7%
COc1ccc(CCNC(=O)C2CC3Cn4c(nc5cc(C)c(C)cc54)C3N2C)cc1 (centres undefined)	5%	-1.8	94	-3%	i	9	1%	-8%	-0.1%	-22	691	-12%
Cc1cc(C)n(CC(O)Cn2c(C)c(C)c3ccccc32)n1 (centres undefined)	-2%	-1.9	49	13%	i	40	-12%	0%	-0.1%	-32	761	-9%
COc1ccc(N2CCN(c3cc(C)nc4ccc(OC)cc34)CC2)cc1	?	9.3	53	2%	i	22	22%	-3%	-0.3%	-11	830	8%
CCCNC(=O)Nc1ccsc1C(=O)OC	1%	3.1	65	-2%	i	60	-4%	-4%	0.9%	3	696	7%
O=C(Nc1ccc2c(c1)OCCO2)c1ccc(Br)s1	10%	.	.	14%	i	21	0%	-4%	0.0%	4	614	-2%
CCOC(=O)c1c(-c2ccco2)csc1NC(=O)COC(=O)c1cnc(C)cn1	7%	0.2	67	.	i	51	38%	.	.	.	.	.
OC(CNCc1ccc(F)cc1)(c1ccc(F)cc1)c1ccc(F)cc1	10%	1.8	50	7%	i	36	13%	-2%	0.0%	.	.	-2%
O=C(CCc1c[nH]c2ccccc12)NCC1CCCO1 (centres undefined)	2%	0.8	86	2%	i	51	5%	-12%	0.0%	.	.	-2%
CC1CCc2sc(C(=O)NNC(=O)c3ccncc3)cc2C1 (centres undefined)	5%	-0.1	69	.	i	39	9%	.	.	.	.	.
c1ccc(C[n+]2cccc(-c3ccccc3)c2)cc1	-1%	-0.7	57	10%	i	31	11%	2%	-0.1%	-18	671	19%
NS(=O)(=O)c1ccc(CCNC(=O)c2ccc3c(c2)OCO3)cc1	9%	-1.1	58	12%	i	37	19%	-11%	-0.4%	-1	787	-2%
CC(C)(C)C(=O)Nc1cccc(S(=O)(=O)NC2=NCCC2)c1	9%	-1.6	60	.	i	41	13%	.	.	.	.	.
Cc1ccc(C2CC(c3cccc(C)c3)n3nc(N)nc3N2)cc1 (centres undefined)	-7%	17	47	2%	i	19	-3%	-3%	0.5%	13	655	2%
Cc1cccc(NS(=O)(=O)c2ccc(Cl)cc2)n1	-1%	0.4	55	0%	i	49	0%	-5%	-0.1%	10	808	18%
O=C(Nc1cccc(Cl)c1)c1cc(S(=O)(=O)NCCc2ccc(Cl)cc2)ccc1F	-16%	39	36	4%	i	38	4%	3%	0.6%	-30	667	-18%
CCN(CC)c1ncnc2c1ncn2Cc1c(Cl)cccc1Cl	-1%	3.1	49	5%	i	35	9%	-4%	-0.4%	7	688	0%
CS(=O)(=O)N(CC(=O)N1CCN(Cc2ccccc2)CC1)c1cccc(Cl)c1	7%	-1.5	77	13%	i	28	8%	-7%	0.0%	.	.	3%
Cc1nn(-c2ccccc2)c2sc(C(=O)N3CCc4ccccc4C3)cc12	16%	.	.	-4%	.	.	1%	3%	-0.1%	.	.	-3%
O=C(Nc1cccc2ccccc12)NC1CCCCC1	12%	1.0	55	7%	i	59	5%	-12%	-0.2%	-16	770	-8%
COC(=O)c1cc(Cl)c(NC(=O)Cc2ccccc2)cc1OC	12%	1.0	54	3%	i	1	5%	-5%	-0.1%	4	689	1%
COc1ccc(Cc2nnc(SCC(=O)N3CCCC3)o2)cc1	8%	-1.1	93	10%	i	50	.	-4%	-0.1%	-9	690	12%
O=S(=O)(c1ccc(Cl)s1)N1CCN(c2ncccn2)CC1	2%	0.7	52	-1%	i	3	6%	-9%	-0.1%	-16	722	-10%
CN(c1ccc(C(=O)NCc2ccccc2)cc1)S(C)(=O)=O	-2%	-0.5	43	11%	i	58	0%	-4%	-0.1%	8	767	1%
Cc1ccc(-c2nn3c(C)nnc3c3ccccc23)cc1S(=O)(=O)NCc1ccco1	15%	0.6	40	3%	i	33	2%	0%	-0.1%	-5	714	-7%
COc1ccc(CCNC(=S)NC(=O)c2cccc(Cl)c2)cc1OC	.	5.7	36	-6%	i	51	6%	-1%	0.7%	-10	732	-6%
CCCc1c(O)nc(SCc2ccccc2)[nH]c1=O	5%	-0.9	82	14%	i	5	-3%	8%	-0.2%	6	625	-21%
CC(c1ccccc1)N1C(=O)/C(=C/c2ccncc2)SC1=S (centres undefined)	9%	11	54	-3%	i	26	9%	3%	1.9%	26	713	7%
CC(C)CCNC(=O)CN1C(=O)NC(c2ccccc2)(c2ccccc2)C1=O	0%	2.7	51	-1%	i	51	-1%	-6%	0.0%	2	689	-6%
Cc1ccc(NC(=O)C2CCN(C(=O)c3cccs3)CC2)cc1	8%	-1.2	44	-5%	i	24	-5%	-7%	-0.4%	-3	766	4%
CC(=O)c1cc(C#N)c(N2CC(C)OC(C)C2)nc1C (centres undefined)	6%	-0.6	42	1%	i	57	2%	-3%	-0.1%	3	690	-1%
C=CCn1c(SCC(=O)Nc2ccc(F)cc2)nc2ccccc2c1=O	8%	0.4	67	14%	i	38	0%	-3%	-0.2%	-7	835	24%

# More structures follow.
Structure	Rac1 GTP hydrolysis	NTR1 ag	NTR1 ag cell count 20 µM	GPR55 antagonists	T cell modulator	T cell modulator vesicle-bound %	SV40 large T antigen	LYP phosphatase	GPR55 activation	Hep lipid drop	Hep lipid drop cells 6.5 µM	GPR35 arrestin U2OS
O=Cc1ccc(OCc2ccccn2)cc1	2%	1.4	68	-11%	i	34	7%	-7%	-0.5%	-3	708	-4%
COc1ccc(Cl)cc1CN1CCN(c2nc(C)cc(C)c2C#N)CC1	-6%	0.4	41	0%	i	57	3%	-11%	-0.1%	-2	646	-6%
Cc1cc(O)cc(C)c1NS(=O)(=O)c1ccc2ccccc2c1	10%	2.7	70	-2%	i	52	8%	-4%	0.0%	-7	777	6%
CC(C)c1nnc(NC(=O)CCC(=O)Nc2ccccc2)s1	20%	0.1	65	8%	i	21	11%	-4%	0.4%	-8	743	4%
COc1cc(NC(=O)CN2CCC(C)CC2)c(C)cc1[N+](=O)[O-]	9%	-0.9	28	2%	i	41	3%	-4%	-0.2%	-11	642	-1%
O=C(OCCN1CCOCC1)c1ccccc1	13%	0.4	69	0%	i	64	7%	-12%	-0.2%	-2	782	19%
